# TDP1 block – inhibitors of human tyrosyl-DNA phosphodiesterase TDP1; recombinant TDP1, AlphaScreen DNA substrate cleavage; Potency, µM (doses to about 130 µM), inactives show at the top dose activity change, negative = inhibition, most hits filed as inhibitors; actives 0.28% (n = 350,000); AID 485290; note: nearly all actives have a fitted effect of over 40% in size
# Target sequence (Q9NUW8 whole entry, looked up): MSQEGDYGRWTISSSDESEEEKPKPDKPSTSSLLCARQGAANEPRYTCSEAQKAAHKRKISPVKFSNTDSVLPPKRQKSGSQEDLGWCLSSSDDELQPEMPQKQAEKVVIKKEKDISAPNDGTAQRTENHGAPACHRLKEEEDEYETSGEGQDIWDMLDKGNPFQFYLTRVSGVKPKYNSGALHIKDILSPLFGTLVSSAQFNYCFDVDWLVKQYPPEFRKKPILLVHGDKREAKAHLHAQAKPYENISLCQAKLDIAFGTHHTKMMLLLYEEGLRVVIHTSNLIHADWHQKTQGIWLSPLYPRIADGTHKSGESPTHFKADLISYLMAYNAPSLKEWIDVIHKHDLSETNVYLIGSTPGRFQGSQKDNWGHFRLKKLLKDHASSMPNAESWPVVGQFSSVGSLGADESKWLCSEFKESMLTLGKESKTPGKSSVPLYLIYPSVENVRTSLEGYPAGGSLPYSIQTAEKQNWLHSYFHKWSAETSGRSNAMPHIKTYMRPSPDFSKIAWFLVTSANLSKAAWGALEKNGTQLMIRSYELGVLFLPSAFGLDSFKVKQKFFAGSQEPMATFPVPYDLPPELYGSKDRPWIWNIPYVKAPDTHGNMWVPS
#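 Steps: enzyme plus compound, 15 min RT; add biotin/phosphotyrosine-FITC oligonucleotide (15 nM final), react 5 min; add donor/acceptor beads (10 ug/ml final), 10 min; read AlphaScreen. Tdp1 at 1 nM final.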
# N370S GC – inhibits or activates N370S mutant glucocerebrosidase | N370S GC spleen homogenate, 4MU-glucoside fluorescence | Potency, µM (highest dose often 59.4 µM), for the others: at the highest dose activity change, negative = inhibition, hits mostly inhibitors | actives 0.092% (n = 330,000) | P04062;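 note: 0% = full enzyme activity and -100% = no enzyme basal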
# FEN1 inh – inhibitors of human flap endonuclease 1; AID 588795; Potency, µM (doses to about 114 µM), without a hit: top-dose activity change, negative = inhibition, most hits filed as inhibitors; Recombinant FEN1 flap cleavage, fluorescence, 15 min; P39748; actives 0.35% (n = 390,000); note: nearly all actives have a fitted effect of over 65% in size
# Target sequence (P39748 whole entry, looked up): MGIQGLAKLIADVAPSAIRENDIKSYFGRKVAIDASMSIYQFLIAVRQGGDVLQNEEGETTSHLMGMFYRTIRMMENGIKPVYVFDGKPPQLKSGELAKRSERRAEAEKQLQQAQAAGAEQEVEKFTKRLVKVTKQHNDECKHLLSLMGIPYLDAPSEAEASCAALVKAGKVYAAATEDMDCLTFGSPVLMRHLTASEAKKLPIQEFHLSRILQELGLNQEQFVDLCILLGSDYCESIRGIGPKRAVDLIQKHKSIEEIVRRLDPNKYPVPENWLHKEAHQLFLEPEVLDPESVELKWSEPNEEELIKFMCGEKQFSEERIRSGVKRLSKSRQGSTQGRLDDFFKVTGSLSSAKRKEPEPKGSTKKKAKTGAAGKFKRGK
#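 With each library titrated from low to high concentration, compounds met 10 nM FEN1 for 15 min at room temperature before 50 nM substrate was added; readings at 0 and 15 min fed four-parameter Hill curve fits.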
# Numbers without * were called inactive; ? = inconclusive; . = not tested or not shown; & = joins results of further samples; [ ] = dose if it differs, or a comment. Calls come from the whole dose curve; as a rule, active = well fitted curve in the direction sought with a large enough effect; inconclusive = small, poorly fitted or top-dose-only effect, or another doubt; inactive = no such curve, though single readings can be large; an effect the other way counts as inactive or inconclusive. Unless noted, % is set by controls: 0 for no effect and ±100 for the full control effect; potency is the fitted concentration of half-maximal effect. Hits appear at their usual frequency; overall some 0.57% were active at least once.
N370S GC,Compound,TDP1 block,FEN1 inh
-6.2%,O=C(c1ccccc1)N(Cc1ccco1)C1CCS(=O)(=O)C1 (stereo not drawn),1.0%,0.3%
.,Cn1ncc2c(N3CCN(c4ccccc4Cl)CC3)ncnc21,5.2%,5.0%
-4.6%,O=C(CC1C(=O)NCCN1Cc1ccccc1)NC1CCCCCC1 (stereo not drawn),1.3%,3.0%
5.3%,Cn1nc(C(F)(F)F)c(/C=N/OC(=O)c2ccccc2)c1Cl,-2.0%,6.0%
4.9%,CC1=C(C(=O)OC2CCCCC2)C(c2ccc(F)cc2)NC(=O)N1 (stereo not drawn),.,-7.0%
5.4%,CC1=NNC(=O)/C1=C\c1cn(-c2ccccc2)nc1-c1ccc(F)cc1,-3.7%,-14.4%
4.9%,CCC(=O)Nc1nc(C)cc(SCC(=O)OC)n1,4.2%,-0.3%
-0.7%,CCc1nc(NCCC(C)C)c(C#N)c2c1CCCC2,6.0%,7.6%
6.1%,CCOCCCNC(=O)CSCc1nc(-c2ccc(SC)cc2)oc1C,3.7%,-7.3%
-12.3%,Cc1ccc(C)c(NC(=O)Nc2ccc3c(c2)OCO3)c1,0.0%,-9.0%
3.3%,CC(=O)C1C(c2ccc(F)cc2)c2c(noc2C)CC1(C)O (stereo not drawn),4.2%,-3.5%
.,COc1ccc(OC)c(NC(=O)CSC2=Nc3ccccc3C3=NC(CCC(=O)NCc4ccccc4)C(=O)N23)c1 (stereo not drawn),-0.5%,0.9%
.,Cc1oc2ncn(CC(C)C)c(=O)c2c1C(=O)N(Cc1ccccc1)C(C)C,-6.3%,-0.5%
?,COc1ccc(C(=O)N/C(=C\c2cn(C)c3ccccc23)C(=O)NCCCn2ccnc2)cc1OC,3.2%,-8.9%
6.1%,Cc1ccc2c(c1)c1c(n2CC2COC(C)(C)O2)C(=O)CCC1 (stereo not drawn),0.0%,-18.8%
-14.9%,O=C(COC(=O)c1cccs1)Nc1ccc(S(=O)(=O)N2CCOCC2)cc1,2.3%,10.9%
.,COc1ccc(Cn2ccc3nc(C)c(C(=O)N4CCN(c5ccccc5OC)CC4)cc3c2=O)cc1,9.7%,-1.9%
-0.8%,CSc1nnc2c(n1)OC=Nc1ccccc1-2,2.5%,-4.7%
3.2%,CCOC(=O)C1Cc2ccccc2C(=O)O1 (stereo not drawn),6.0%,-2.0%
-11.6%,Cc1nnc(NC(=O)C2CCCC2)s1,-0.2%,-1.3%
1.6%,Cc1occc1C(=O)NNC(=O)Nc1ccc([N+](=O)[O-])cc1,5.3%,-7.9%
-0.9%,COc1ccc(C(CNC(=O)c2cc(=O)[nH]c3ccccc23)N2CCCC2)cc1 (stereo not drawn),-2.0%,9.9%
.,NS(=O)(=O)c1ccc(CCNS(=O)(=O)c2ccc(Cl)s2)cc1,0.1%,14.9%
0.5%,CCOC(=O)COc1coc(CN2CCN(c3ccccc3)CC2)cc1=O,-2.4%,-10.4%

# An excerpt of the results above, for reference:
N370S GC,Compound,TDP1 block,FEN1 inh
-0.8%,CSc1nnc2c(n1)OC=Nc1ccccc1-2,2.5%,-4.7%
3.2%,CCOC(=O)C1Cc2ccccc2C(=O)O1 (stereo not drawn),6.0%,-2.0%
-11.6%,Cc1nnc(NC(=O)C2CCCC2)s1,-0.2%,-1.3%
1.6%,Cc1occc1C(=O)NNC(=O)Nc1ccc([N+](=O)[O-])cc1,5.3%,-7.9%
-0.9%,COc1ccc(C(CNC(=O)c2cc(=O)[nH]c3ccccc23)N2CCCC2)cc1 (stereo not drawn),-2.0%,9.9%
.,NS(=O)(=O)c1ccc(CCNS(=O)(=O)c2ccc(Cl)s2)cc1,0.1%,14.9%
0.5%,CCOC(=O)COc1coc(CN2CCN(c3ccccc3)CC2)cc1=O,-2.4%,-10.4%

# Next compounds follow.
N370S GC,Compound,TDP1 block,FEN1 inh
.,Cn1c(=O)c2c(-c3ccc(Cl)cc3)ccnc2n(C)c1=O,0.6%,20.0%
-0.1%&-12.2%&12.4%,CCCc1nn(C)c2c(=O)[nH]c(-c3cc(S(=O)(=O)N4CCN(C)CC4)ccc3OCC)nc12,7.1%,-12.0%
.,COCCOc1ccc(C(F)(F)F)cc1NC(=O)CN1C(=O)NC2(CCCc3ccccc32)C1=O (stereo not drawn),0.3%,6.4%
.,Cc1ccc(CSC2=Nc3ccccc3C3=NC(CCC(=O)NCc4cccs4)C(=O)N23)cc1 (stereo not drawn),4.4%,?
-11.9%,COC(=O)c1sc(NC(=O)CSc2nnnn2C)nc1C,-1.2%,1.5%
0.6%,O=c1c[n+]([O-])c2ccccc2n1OCc1ccccn1,4.5%,-7.2%
7.1%,Cc1c(-c2csc(N)n2)cnn1C,6.3%,-0.2%
-0.9%,CSc1nsc(/C=C/Nc2ccc(F)cc2F)c1C#N,6.7%,-12.8%
-7.2%,O=C(O)c1ccccc1C(=O)Nc1ccc(-n2ccc(C(F)(F)F)n2)cc1,1.4%,-1.2%
11.0%,CC(=O)Nc1sc(C)c(C)c1C(=O)OCC(=O)N(C)C1CCS(=O)(=O)C1 (stereo not drawn),-6.9%,0.1%
4.5%,COC(=O)[C@H]1C2CCC(C(=O)OC)(CC2)[C@H]1C(=O)OC,-1.1%,3.0%
-17.1%,Cc1cc([N+](=O)[O-])nn1CC(=O)N(C)Cc1ccccc1,.,-6.4%
.,COc1ccc(Cl)cc1NC(=O)c1sc2nc3n(c(=O)c2c1C)CCC3,-5.2%,-6.8%
.,CCN(c1ccccc1)S(=O)(=O)c1ccc(Cl)c(NC(=O)CNC(C)c2ccccc2)c1 (stereo not drawn),0.0%,3.9%
-5.0%,CN1CCN(S(=O)(=O)c2cccc(C(=O)Nc3ccccc3N3CCCC3)c2)CC1,5.4%,7.8%
-12.5%,CCN1C(=O)[C@H]2[C@@H](c3ccc(C)cc3)N3C(=O)N(c4ccc(C(F)(F)F)cc4)C(=O)[C@@]3(Cc3ccccc3)[C@H]2C1=O,.,-0.7%
1.4%,Cc1cc(=O)[nH]c2nnnn12,5.1%,-3.8%
-0.1%,COc1ccc(N=NC2=C(O)CC(C)(C)CC2=O)c(OC)c1,0.7%[56.1 µM],-8.2%
1.0%,CCOC(=O)CC1(NC(=O)C2CCC(=O)N(CCc3ccccc3)C2)CCCCC1 (stereo not drawn),1.4%,-2.9%
8.6%,O=C(CC(C(=O)O)c1ccccc1)Nc1ccccc1 (stereo not drawn),4.7%,-1.0%
3.3%,CC1(C)CC(=O)C2=C(C1)OC1=C(C(=O)CC(C)(C)C1)C2(C)C,5.5%,.
.,O=C(CSc1nc2ccccc2o1)NC1CCS(=O)(=O)C1 (stereo not drawn),0.7%,1.2%
9.5%,COc1cccc(N2C(C(C)=O)=NN(c3ccccc3)C2c2ccc(N3CCOCC3)cc2)c1 (stereo not drawn),-5.3%,-4.5%
15.3%,CC1CCN(c2ccc3nnc(CCC(=O)NCCCOC(C)C)n3n2)CC1,.,-16.7%

# The list goes on; the last 2 above are carried over.
N370S GC,Compound,TDP1 block,FEN1 inh
9.5%,COc1cccc(N2C(C(C)=O)=NN(c3ccccc3)C2c2ccc(N3CCOCC3)cc2)c1 (stereo not drawn),-5.3%,-4.5%
15.3%,CC1CCN(c2ccc3nnc(CCC(=O)NCCCOC(C)C)n3n2)CC1,.,-16.7%
.,CCOC(=O)c1c(Oc2ccc(C(=O)OC)cc2)nnc(-c2ccccc2)c1-c1ccccc1,2.5%,7.4%
.,N#CCCN(C(=O)COC(=O)c1cc(=O)c2ccccc2o1)c1ccccc1,-0.4%,-0.2%
4.9%,CCN(CC)C(c1ccc(F)cc1)c1nnnn1C1CCCCC1 (stereo not drawn),2.1%,-6.0%
.,O=C(O)c1ccc(C(=O)Nc2cccc3cccnc23)cc1,5.4%,-19.2%
-1.1%,CCc1noc(C)c1C(=O)Nc1ccc(S(=O)(=O)N2CCCCC2)cc1,-16.2%[0.505 µM],-6.4%
8.1%,COc1ccc(C(=O)N(C)CCCC2CCCC2)cc1OC1CCN(C(C)C)CC1,3.3%,14.3%
15.7%,O=C(Nc1cccc(S(=O)(=O)N2CCCCC2)c1)c1ccc2c(c1)OCO2,2.8%,-18.3%
.,CSc1cccc(NC(=O)Cn2ncn3c(cc4ccccc43)c2=O)c1,3.9%,-12.2%
-4.3%,Cc1cccc(CCNC(=O)Cc2ccc(NC3=NC4CS(=O)(=O)CC4S3)cc2)c1 (stereo not drawn),.,-3.3%
0.0%,CCCCc1c(O)nc(SCC(=O)NCCc2ccc(OC)c(OC)c2)[nH]c1=O,1.0%,0.0%
.,COc1ccc(NC(=O)C2=C(C)Nc3nc(SCc4ccccc4)nn3C2c2cc(OC)ccc2OC)cc1 (stereo not drawn),-2.6%,25.6%
.,O=C(Nc1nnc(S(=O)(=O)N2CCCc3ccccc32)s1)c1cccc(Cl)c1,3.9%,-2.8%
-27.6%,CC1CCN(S(=O)(=O)c2cccc(-c3cn4cc(Cl)ccc4n3)c2)CC1,5.1%,-1.5%
2.4%,CCCC(=O)Nc1c(-c2ccccc2)c(=O)c(C)nn1-c1ccc(C)cc1,.,18.2%
0.3%,COc1cccc(/C=N\NC(C)=O)c1OC/C=C/c1ccccc1,2.2%,0.0%
-3.0%,COc1ccc(NC(=O)Cn2nnc(C(=O)NCCc3ccc(OC)c(OC)c3)c2N)cc1,-1.0%,2.0%
.,COCCCNC(=O)C1CCN(c2nn3cc(-c4ccc(F)cc4)nc3s2)CC1,9.9%,-3.8%
.,CC(C)(C)OC(=O)NCCCC[C@H](NC(=O)c1[nH]cnc1C(=O)N[C@@H](Cc1ccccc1)C(=O)OCc1ccccc1)C(=O)OC(C)(C)C,0.8%,-27.0%
6.7%,CC(=O)c1ccc(OCc2ccc(C(=O)c3ccccc3)cc2)cc1,-2.7%,1.9%
11.9%,Cn1cnnc1SCC(=O)Nc1ccccc1Sc1ccccc1,6.0%,-1.6%
14.9%,O=C(COc1cc(F)ccc1[N+](=O)[O-])Nc1cccc(Br)c1,-8.2%,-2.8%
-8.7%,Cc1c(C)c(C)c(S(=O)(=O)N2CCNCC2)c(C)c1C,0.0%,2.5%
1.0%,CC(C)c1cc(CNC(=O)CC2C(=O)NCCN2CC2CCCCC2)on1 (stereo not drawn),1.2%,-3.1%
-0.6%,COc1cccc(-n2c(COc3ccc(C)cc3)nnc2SCC(N)=O)c1,1.9%,3.3%
-24.4%,CCCn1c(=O)c2[nH]c(-c3ccc(OCC(=O)NCCN)cc3)nc2n(CCC)c1=O,-6.3%[56.1 µM],.
17.0%,CCC1(C)Cc2ccccc2-c2nc(-c3ccccc3)oc(=O)c21 (stereo not drawn),-11.6%,6.6%
-0.3%,CCOc1ccc(C(=O)Nc2nnc(C3=COCCO3)o2)cc1,1.9%,0.4%
7.6%,O=C(N/N=C\c1ccc(-c2ccc([N+](=O)[O-])cc2)o1)C1COc2ccccc2O1 (stereo not drawn),0.0%,2.5%
1.1%,COc1ccc(N(CC(=O)NCc2ccco2)S(=O)(=O)c2c(C)nn(C)c2C)cc1,4.9%,-2.7%
-14.3%,Cc1ccc(S(=O)(=O)c2nc(S(C)(=O)=O)sc2N2CCCCCC2)cc1,3.2%,6.5%
-4.2%,CC(NC(=O)NCCCn1ccnc1)(C(F)(F)F)C(F)(F)F,0.0%,-2.0%
-5.8%,CC(C)(C)c1ccc2c(c1)OC(C(=O)N/N=C\c1ccc[nH]1)CO2 (stereo not drawn),10.4%,-12.0%
-1.8%,O=C(c1cc2nc(-c3ccco3)cc(C(F)(F)F)n2n1)N1CCN(c2ccccc2)CC1,2.1%,0.4%
7.5%,CCC(=O)Nc1ccc(N2CCC(C)CC2)cc1,-0.4%[56.1 µM],12.2%
0.0%,O=C(CN(C(=O)c1csnn1)c1ccc(F)cc1)NCCc1ccccc1,.,0.5%
0.0%,Cn1c(=O)n(CC(=O)NCC2CCCO2)c(=O)c2c3c(sc21)CCCC3 (stereo not drawn),1.2%,18.1%
-0.8%,COCCCN1C(=O)C(=O)/C(=C(/O)c2ccc(S(=O)(=O)N3CCCCC3)cc2)C1c1ccc(F)cc1 (stereo not drawn),4.5%,16.6%
-2.2%,Cc1ccc(S(=O)(=O)N(CC(O)CN2CCCCC2)c2ccccc2)cc1 (stereo not drawn),-2.5%,0.4%
-8.0%,CCC(C(=O)NC1CCCC1)N(C(=O)Cn1nnc(-c2ccc(C)o2)n1)c1ccccc1OC (stereo not drawn),5.0%,-6.9%
-5.0%,CCCCNC(=S)N/N=C/c1ccc(C)s1,9.5%,-3.5%
-6.5%,CSc1ccc(Cl)c(C(=O)OCC(=O)NCc2ccco2)c1,-4.2%,-11.9%
-15.0%,CCN1C(=O)[C@H]2[C@@H](c3ccc(C)cc3)N3C(=O)N(c4cccc(Cl)c4)C(=O)[C@@]3(Cc3ccc(Cl)cc3)[C@H]2C1=O,.,-11.2%

# Structural class, those above with a tert-butyl group.
N370S GC,Compound,TDP1 block,FEN1 inh
.,CC(C)(C)OC(=O)NCCCC[C@H](NC(=O)c1[nH]cnc1C(=O)N[C@@H](Cc1ccccc1)C(=O)OCc1ccccc1)C(=O)OC(C)(C)C,0.8%,-27.0%
-5.8%,CC(C)(C)c1ccc2c(c1)OC(C(=O)N/N=C\c1ccc[nH]1)CO2 (stereo not drawn),10.4%,-12.0%
